Screening data (PubChem BioAssay)
STK33 kinase inh = blocks human STK33 kinase activity; Q9BYT3; purified STK33, MBP phosphorylation, ADP-Glo luminescence; inhibition, % at 10 µM; hit rate 0.073% among 320,000;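 active = inhibition at or above 25%, using the most active replicate where run in duplicate; inactive = inhibition below 25%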
Target sequence (Q9BYT3 whole entry, looked up): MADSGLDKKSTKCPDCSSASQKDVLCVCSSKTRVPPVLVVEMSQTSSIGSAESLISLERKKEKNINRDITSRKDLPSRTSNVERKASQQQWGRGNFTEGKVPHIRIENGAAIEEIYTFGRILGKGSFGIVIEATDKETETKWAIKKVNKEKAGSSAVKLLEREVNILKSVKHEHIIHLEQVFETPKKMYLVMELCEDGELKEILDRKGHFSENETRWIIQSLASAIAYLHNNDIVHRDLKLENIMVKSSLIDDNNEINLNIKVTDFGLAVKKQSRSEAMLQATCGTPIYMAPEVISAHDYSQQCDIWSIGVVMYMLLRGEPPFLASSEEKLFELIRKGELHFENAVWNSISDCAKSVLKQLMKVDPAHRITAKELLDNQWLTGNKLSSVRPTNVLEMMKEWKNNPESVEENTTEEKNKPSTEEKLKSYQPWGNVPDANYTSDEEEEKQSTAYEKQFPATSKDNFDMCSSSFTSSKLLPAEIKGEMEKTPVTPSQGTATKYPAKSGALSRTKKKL
The depositor's hits bear a star. Only part of the results is shown; rates above refer to the full screens.

SMILES	STK33 kinase inh
Cc1ccc(C)c(C(C)NC(=O)C2CC=CCC2C(=O)O)c1 (configuration not stated)	-1.2
COc1ccccc1-c1nn(-c2ccccc2)cc1C(=O)N1CCN(C(=O)c2ccco2)CC1	-1.8
Cc1ccc(NC(=O)C/C(N)=N/OC(=O)Nc2ccc(C)c(Cl)c2)cc1	-0.5
N#CC(C#N)=C1C=CC=CN1/C(=C\c1ccco1)C(=O)c1ccc(Br)cc1	0.5
CCCCC[C@@H]1C=C(C(=O)O)[C@H](c2ccc(Cl)c(Cl)c2)N1S(=O)(=O)c1ccc(C)cc1	-0.8
CCCCNC(=O)CSc1ccc(S(=O)(=O)N2CCOCC2)cn1	4.4
COCc1cccc(C2=CC(=O)C[C@H](c3ccc(OC)cc3)C2)c1	-1.1
CSc1ccc(S(=O)(=O)NCC(=O)OCC(=O)N2CCC(C)CC2)cc1[N+](=O)[O-]	-0.7
CN(C(=O)C1CCCCN1S(=O)(=O)c1ccccc1)c1ccccc1 (configuration not stated)	-1.8
O=C(NC1CCCCC1)C(c1ccco1)N(Cc1cccs1)C(=O)Cn1nnc2ccccc21 (configuration not stated)	-1.4

Some of the entries so far, field by field:
> Cc1ccc(NC(=O)C/C(N)=N/OC(=O)Nc2ccc(C)c(Cl)c2)cc1
  STK33 kinase inh: -0.5

> N#CC(C#N)=C1C=CC=CN1/C(=C\c1ccco1)C(=O)c1ccc(Br)cc1
  STK33 kinase inh: 0.5

> CCCCC[C@@H]1C=C(C(=O)O)[C@H](c2ccc(Cl)c(Cl)c2)N1S(=O)(=O)c1ccc(C)cc1
  STK33 kinase inh: -0.8

New compounds follow.
SMILES	STK33 kinase inh
CC(=O)C[C@H](O)CC(=O)[C@H]1OC(=O)CCCCCCCCc2ccccc21	-1.2
CC(=O)c1cccc(S(=O)(=O)NCCCN2CCOCC2)c1	0.4
Cc1ccc(S(=O)(=O)N2CCOCC2)cc1C(=O)OCC(=O)NCCc1ccc(F)cc1	-1.6
O=C(Cc1ccsc1)OCC(=O)c1ccccc1	2.0
COC(=O)CSc1nnc(CNC(=O)Cc2ccccc2)n1-c1ccccc1OC	-3.8
O=C(OCC(=O)N1CCCCC1)c1ccc2c(c1)C(=O)N(Cc1ccco1)C2=O	-0.6
C=CCC[C@@H](Cc1ccc(F)cc1)C(=O)OC[C@H](Cc1c[nH]c2ccccc12)NC(=O)[C@@H](CC=C)CC(=O)NCCO	-1.6
COC(=O)c1ccc(C)c(NC(=O)CCCN2C(=O)NC(C)(C)C2=O)c1	-1.0
COc1ccc(Cl)cc1NC(=S)NC(=O)c1ccco1	0.0
COC(=O)[C@]1(Cc2ccccc2)N[C@H](CN(C)C(=O)Nc2ccc(C(F)(F)F)cc2)[C@@H]2C(=O)N(C)C(=O)[C@@H]21	1.7
Cc1cccc(OCCOc2ccc(/C=N/NC(=O)Cc3nnc(N)s3)cc2)c1	0.8
NC(CC(=O)O)c1cccc(OCc2ccccc2)c1 (configuration not stated)	-2.2
Cc1cccc(NS(=O)(=O)c2cccc(C(=O)NNC(=O)c3ccccc3O)c2)c1	-0.4
Cc1ccc(S(=O)(=O)/N=C(/Nc2ccc(O)c(C(=O)O)c2)c2ccccc2)cc1	-1.1
CN1C(=O)[C@H]2[C@@H](/C=C/c3ccccc3)N3C(=O)CN(Cc4ccccn4)C(=O)[C@@]3(Cc3ccccc3)[C@H]2C1=O	-0.7
CCOC(=O)[C@@H]1[C@H]2COc3cc(OC)ccc3[C@H]2N2C(=O)N(c3ccc(Br)cc3)C(=O)[C@]12C	-2.9
CCOc1ccc(-n2nc(C(=O)NCCOC)c3ccccc3c2=O)cc1	0.1
CCOc1ccc(C(C)=O)cc1COC(=O)CNC(=O)C12CC3CC(CC(C3)C1)C2	-0.7
C=CCSC1=NC(=O)/C(=C/c2cccs2)S1	-1.2
Cc1ccc(NC(=O)CNc2cc(S(=O)(=O)N3CCOCC3)ccc2N2CCOCC2)cc1S(=O)(=O)N(C)C	-1.5
COc1ccc(C(CNC(=O)c2cccc(NC(=O)c3cccs3)c2)N2CCCC2)cc1 (configuration not stated)	2.5
CCC1Nc2ncnc(N3CCOCC3)c2N(Cc2ccc(OC)cc2)C1=O (configuration not stated)	-1.7
CC(=O)Nc1ccc(S(=O)(=O)NCC(=O)OCC(=O)Nc2sccc2C(N)=O)cc1	1.3
COc1ccc(NC(=O)CSCC(=O)N(C)CC(=O)Nc2c(C)cccc2C)cc1	0.4
CCOC(=O)CCCCCC(=O)Nc1ccc2c(c1)CC(=O)N([C@@H](C)CO)C[C@@H](C)[C@@H](CN(C)C(=O)Nc1ccc(C(F)(F)F)cc1)O2	-1.4
CCc1onc(C)c1C(=O)Nc1ccc(N2CCOCC2)cc1	0.2
Cn1cccc1/C=C1\SC(=S)N(NC(=O)c2ccccc2)C1=O	0.1
COc1ccc(NC(=O)Cc2ccsc2)cc1S(=O)(=O)N1CCOCC1	-0.7
O=C(OCc1c(-c2ccccc2)ncc2ccccc12)c1ccccc1C(F)(F)F	0.0
COc1ccc(C2(C)NC(=O)N(CC(=O)N(c3ccccc3)C3CCS(=O)(=O)C3)C2=O)cc1 (configuration not stated)	-0.1
O=C(NC1CC1)c1sc2cc(F)ccc2c1Cl	1.1
O=C(NCc1ccco1)c1cc(-c2ccccc2)nn1CC1CC(c2cccc([N+](=O)[O-])c2)=NO1 (configuration not stated)	0.3
Cc1ccc(S(=O)(=O)N(C)C[C@@H]2Oc3ccc(NS(C)(=O)=O)cc3CC(=O)N([C@H](C)CO)C[C@@H]2C)cc1	-1.2
CC1CCCCC12NC(=O)N(CC(=O)NCC(=O)Nc1ccc(F)c(F)c1F)C2=O (configuration not stated)	-3.1
O=C(NC1=NC2CCCCC2N1)c1ccccc1 (configuration not stated)	-1.3
CCCSc1ccc([C@@H]2[C@H]3C(=O)N(CC)C(=O)[C@H]3[C@]3(C(=O)OC)CCCN23)cc1	0.1
CCCCN(C(=O)c1cnccn1)c1c(N)n(CCC)c(=O)[nH]c1=O	-1.4
CNC[C@H]1Oc2c(NS(=O)(=O)c3ccccc3)cccc2C(=O)N([C@H](C)CO)C[C@@H]1C	1.4
COc1ccc(NC(=O)Nc2cccc3c2O[C@H](CN(C)S(=O)(=O)c2ccc(F)cc2)[C@@H](C)CN([C@H](C)CO)C3=O)cc1	-1.0
CCCCCCCCC(NC(=O)c1ccc(C#N)cc1)C(=O)NCCC (configuration not stated)	1.2
COc1ccccc1NS(=O)(=O)c1ccc(C(=O)Nc2ncccc2O)cc1	-0.9
CSc1ncccc1C(=O)NCC(c1ccco1)N1CCCCC1 (configuration not stated)	-2.0
CC(=O)Nc1ccc(S(=O)(=O)N2CCCC3CCCCC32)cc1 (configuration not stated)	5.2
Cc1nn(CC(=O)Nc2ccc(N3CCOCC3)cc2)c(C)c1[N+](=O)[O-]	-1.2
Cc1ccccc1CN1CCN(C(C)C(=O)NNC(=O)c2ccc(F)cc2)CC1 (configuration not stated)	1.5
CC(C)(C)NC(=O)C(c1ccco1)N(C(=O)Cn1nnc(-c2ccc(F)cc2)n1)c1ccccc1 (configuration not stated)	0.1
Cc1ccc(Cl)cc1N1CCN(C(=O)C2CCN(S(=O)(=O)c3cnc[nH]3)CC2)CC1	-0.3
Cc1ccc(SCC(=O)NNC(=O)c2cncc(Br)c2)cc1	-3.2
CCc1noc(C)c1C(=O)NNC(=O)c1ccc(N(CC)CC)cc1	-1.2
CCOc1ccc(S(=O)(=O)NN=C(C)c2cccnc2)cc1	0.4

(cont.)
SMILES	STK33 kinase inh
Cc1ccc2nc(SCC(=O)Nc3oc(C)c4c(C)n[nH]c(=O)c34)[nH]c2c1	1.3
Cc1noc(C)c1NC(=O)Nc1cccc2c1O[C@H](CN(C)C(=O)Nc1ccc3c(c1)OCO3)[C@@H](C)CN([C@H](C)CO)C2=O	0.0
CC(=O)N1c2ccc(F)c(F)c2C[C@H]1C	0.1
CCOc1cc(C(=O)N2CCc3cc(OC)c(OC)cc3C2)ccc1OC(F)F	-0.5
CCCCn1c(N)c(N(CCOC)C(=O)c2cc(=O)[nH]c3ccccc23)c(=O)[nH]c1=O	-0.1
CCCn1c(SCC(=O)Nc2ccc3c(c2)OCO3)n[nH]c1=O	0.1
COc1ccc(Cl)cc1NC(=O)CN(C)C(=O)c1ccc(-n2cncn2)cc1	0.2
O=C(OCC(=O)N1CCc2ccccc2C1)c1ccc(Cl)c([N+](=O)[O-])c1	-0.2
CCN(CC)c1ccc(/C=N/Nc2ccc(C)cc2)c(O)c1	-0.8
COc1cc(/C=c2\sc3n(c2=O)C(c2ccccc2)C(c2ccccc2)=NN=3)ccc1O (configuration not stated)	0.1
Nc1nc(COC(=O)C2CC(=O)N(Cc3ccccc3Cl)C2)nc(Nc2ccccc2)n1 (configuration not stated)	-0.2
O=[N+]([O-])c1ccccc1S(=O)(=O)NCCSCc1ccco1	0.8
O=C(COC(=O)c1cccnc1Cl)NC12CC3CC(CC(C3)C1)C2	-1.8
C=CCn1c(SCC(=O)c2ccc(O)c(O)c2)nnc1-c1cccc(Cl)c1	-0.3
COc1cccc(C(=O)Nc2ccccc2N2CCN(C(=O)c3ccccc3)CC2)c1	-0.7
Cc1ccc(C(=O)OCC(=O)NCc2ccc3c(c2)OCO3)o1	-0.8
COc1cc(C(=O)NNC(=O)/C=C/c2ccccc2)cc(OC)c1OC	1.6
CC(C)(C)c1ccc(C(=O)CCC(=O)OCC(=O)NCCc2ccc(S(N)(=O)=O)cc2)cc1	-0.7
CC(Sc1nnc(-c2ccco2)n1C)C(=O)NC1CCCC1 (configuration not stated)	0.4
COc1cc(OC)cc(C(=O)Nc2ccccc2C(=O)NC2CC2)c1	-0.5
Cc1ccc(NC(=O)C2CCN(C(=O)OC(C)(C)C)CC2)cc1S(=O)(=O)N1CCCCC1	0.2
CN(C)C1CCN(Cc2cc(COCc3ccccc3)c3cccnc3c2O)C1 (configuration not stated)	-0.4
CC(C)N(Cc1ccccc1)C(=O)COC(=O)c1ccc2ncsc2c1	1.3
CC1(C(=O)OCC(=O)Nc2ccc(Cl)cn2)CC1(Cl)Cl (configuration not stated)	0.7
COc1cc(OC)cc(-c2c(-c3cccs3)c3cc(-c4ccc(SC)cc4)ccc3n2C)c1	-0.1
O=C(OCCc1cc2ccccc2c(=O)o1)c1ccc(C(F)(F)F)cc1	-1.0
O=C(COC(=O)/C=C/c1cccc(C(F)(F)F)c1)NC1CCCCCC1	-1.2
C#CCOCCOCCOCCNc1nc(N2CCN(C(=O)Cn3cc(CCCCN)nn3)CC2)nc(N2CCN(C(=O)[C@H](CCCCN)n3cc(CCC(=O)O)nn3)CC2)n1	-1.1
Nc1ccc(-c2c3ccc(=O)cc-3oc3cc(O)ccc23)c(C(=O)O)c1	0.6
O=C(COC(=O)[C@H](Cc1ccccc1)NC(=O)c1ccco1)Nc1ccccc1OC(F)F	-1.0

4 structures out of the list, sorted by molar mass, falling:
SMILES	STK33 kinase inh
Cc1cccc(OCCOc2ccc(/C=N/NC(=O)Cc3nnc(N)s3)cc2)c1	0.8
O=C(COC(=O)/C=C/c1cccc(C(F)(F)F)c1)NC1CCCCCC1	-1.2
COc1cc(C(=O)NNC(=O)/C=C/c2ccccc2)cc(OC)c1OC	1.6
CC(=O)Nc1ccc(S(=O)(=O)N2CCCC3CCCCC32)cc1 (configuration not stated)	5.2

New compounds follow:
SMILES	STK33 kinase inh
CCc1ccc(C(c2ccc(CC)cc2)C(Cl)Cl)cc1	-0.6
CC(C)CN1C(=O)C(=O)N(CC(=O)N(C)CC(=O)Nc2ccc(Cl)c(C(F)(F)F)c2)C1=O	-0.1
CC(OC(=O)/C=C/c1cccs1)C(=O)Nc1ccc(C(N)=O)cc1 (configuration not stated)	0.5
CC(C)(C)OC(=O)C[C@@H]1C/C=C\C[C@@H](CC(=O)N(CCO)Cc2ccccc2)C(=O)N2CCC[C@@H]2COC1=O	-1.8
COc1ccc(Cl)cc1NC(=O)CN(C)C(=O)Cn1[nH]c(=O)c2ccccc2c1=O	2.0
CN(C)CCOc1ccc(-c2c(-c3ccsc3)sc3ccccc23)cc1	5.3
Cc1onc(-c2ccccc2)c1C(=O)OCc1nnc(-c2ccc([N+](=O)[O-])cc2)o1	1.2
CCOC(=O)c1cc2c(=O)n3ccccc3nc2n(CCCOC)c1=NC(C)=O	1.4
COc1ccc(/C=C/C(=O)OCC(=O)NC2CCCC(C)C2C)c(OC)c1 (configuration not stated)	0.2
CC(=O)C[C@H](O)CC(=O)[C@@H]1OC(=O)[C@H](C)C/C=C\Cc2ccccc21	-0.9
O=C(Nc1cccc(S(=O)(=O)N2CCCCC2)c1)c1ccco1	0.3
Cc1nn(C)c(C)c1S(=O)(=O)N(CC(=O)NCc1cccs1)c1ccc(C(C)C)cc1	-1.4
C#CCOCCOCCOCCNc1nc(N2CCN(C(=O)[C@H]([C@@H](C)CC)n3cc(CCCCN)nn3)CC2)nc(N2CCN(C(=O)[C@H](CCCCN)n3cc(CCC(=O)O)nn3)CC2)n1	-0.5
O=C(COC(=O)CNC(=O)C1CCCCC1)Nc1ccccc1	-0.1
CCC1(CC)NC(=O)N(CC(=O)Nc2ccc(-n3cnnn3)cc2)C1=O	-1.1
CCOC(=O)[C@@H](C)NS(=O)(=O)N(Cc1ccccc1)[C@H](C(=O)OC)C(C)C	12.5
COC(=O)C1=C(CSc2nc3ccccc3o2)NC(=O)NC1c1cc(C)ccc1C (configuration not stated)	-0.2
Nc1nc(COC(=O)CCC(=O)c2ccc(Cl)cc2)nc(Nc2ccccc2)n1	7.4
CCOC(=O)[C@H]1[C@H]2COc3ccc(Br)cc3[C@@H]2N2C(=O)CN(Cc3ccccc3)C(=O)[C@@]12C	-3.5
C[C@H](CO)N1C[C@H](C)[C@@H](CN(C)C(=O)Nc2ccccc2)Oc2c(NC(=O)Nc3ccccc3)cccc2C1=O	-0.6

4 of the compounds above, in CSV form:
canonical_smiles,STK33 kinase inh
CCC1(CC)NC(=O)N(CC(=O)Nc2ccc(-n3cnnn3)cc2)C1=O,-1.1
CCOC(=O)[C@@H](C)NS(=O)(=O)N(Cc1ccccc1)[C@H](C(=O)OC)C(C)C,12.5
COC(=O)C1=C(CSc2nc3ccccc3o2)NC(=O)NC1c1cc(C)ccc1C (configuration not stated),-0.2
Nc1nc(COC(=O)CCC(=O)c2ccc(Cl)cc2)nc(Nc2ccccc2)n1,7.4
